# Screening data (PubChem BioAssay)
# SIAE inh: human SIAE inhibition, primary screen; Q9HAT2; SIAE FP-Rh probe binding, fluorescence polarization; inhibition, % at 9.66 µM; actives 0.69% (n = 370,000); AID 1053197;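 active = inhibition above a cutoff: mean of compounds within the control limits plus 3 SD of those, cut at about 17% in these data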;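 note: 0% = plate median of compound wells and 100% = probe without SIAE protein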
# DDE Tn7 FP inh: disrupts Tn7 cyclic peptide binding to fibrin D-Dimer-E complex; actives 0.13% (n = 370,000); inhibition, % at 8.3 µM; FP displacement of FITC-Tn7 peptide from fibrin DD(E); 0% = median of compound wells per plate; P02675;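 active = inhibition above the mean of compounds falling within the control limits plus 3 SD of them, cut at about 14% in these data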;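 note: 0% = plate median of compound wells and 100% = 10 µM Aha-Tn7 peptide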
# Target sequence (P02675 whole entry, looked up): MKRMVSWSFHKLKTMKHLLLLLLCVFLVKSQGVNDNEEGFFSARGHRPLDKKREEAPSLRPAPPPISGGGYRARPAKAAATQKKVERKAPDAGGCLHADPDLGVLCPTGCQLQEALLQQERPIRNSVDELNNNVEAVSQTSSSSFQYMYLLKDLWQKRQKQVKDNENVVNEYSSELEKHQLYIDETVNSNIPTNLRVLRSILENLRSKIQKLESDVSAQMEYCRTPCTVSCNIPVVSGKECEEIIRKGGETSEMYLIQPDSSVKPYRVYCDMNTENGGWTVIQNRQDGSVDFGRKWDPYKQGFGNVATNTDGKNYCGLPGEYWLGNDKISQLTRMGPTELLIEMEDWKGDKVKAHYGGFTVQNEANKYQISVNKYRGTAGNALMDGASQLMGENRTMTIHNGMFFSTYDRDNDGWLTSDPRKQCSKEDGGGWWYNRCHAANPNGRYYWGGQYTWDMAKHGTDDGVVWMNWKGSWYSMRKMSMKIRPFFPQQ
#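 Also added: labelled Tn7 tracer, 0.1 µM; Assay system: human fibrin DD(E) protein; Amount: 2 µM fibrin DD(E); Schedule: 10 min compound pre-incubation, 3 h probe incubation at room temperature; Repeats: one replicate per compound; Read-out basis: percent inhibition; Measured by: fluorescence polarization of the labelled Tn7 tracer.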
# TDP2 inh: blocks human TDP2 phosphodiesterase activity; actives 0.34% (n = 370,000); O95551; recombinant TDP2, T5PNP hydrolysis, p-nitrophenol absorbance 415 nm; inhibition, % at 12.8 µM;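 active = inhibition above the mean of all tested compounds plus 3 SD, set per campaign, cut at about 25% in these data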;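 note: 0% = DMSO with enzyme and 100% = buffer with substrate but no TDP2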
#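 System – recombinant human TDP2 · Quantity – TDP2 enzyme at 120 nM final · Doses – single concentration, 12.8 µM nominal, with 1% DMSO · Incubation – 2 h at 37 °C · Measured by – epi absorbance of p-nitrophenol freed from T5PNP by hydrolysis · Read-out – % inhibition relative to enzyme-containing and enzyme-free wells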
# ADAM10 inh: ADAM10 inhibition, QFRET primary screen. O14672. recombinant ADAM10, EDANS/DABCYL FRET peptide cleavage, 3 h. inhibition, % at 7 µM. actives 0.62% (n = 370,000). AID 720582;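 active = inhibition above a per-campaign cutoff equal to the mean of compounds falling between control-based bounds plus 3 SD, cut at about 20% in these data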;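 note: 0% = DMSO wells while the 100% control is not disclosed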
# ADAM17 inh: inhibits human ADAM17; actives 0.83% (n = 370,000); recombinant ADAM17, EDANS/DABCYL FRET peptide cleavage; inhibition, % at 6.95 µM;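 active = inhibition above the mean of compounds lying between control limits plus 3 SD, set per campaign, cut at about 8.5% in these data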;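 note: 0% = DMSO-only wells as the low control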
# PLCb3 inh: PLC-beta3 (human) inhibition, primary screen. Q01970. Purified PLC-beta3, fluorogenic substrate, fluorescence. inhibition, % at 12.2 µM. actives 0.18% (n = 370,000); in the data active = inhibition above about 11%;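 note: 0% = median of compound wells on plate and 100% = full blocker control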
# Tn6 DDE FP: DD(E)-Tn6 binding inhibition, primary FP screen. P02675. Fibrin DD(E) TRITC-Tn6 fluorescence polarization displacement. inhibition, % at 8.3 µM. actives 0.21% (n = 370,000). AID 720509;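 active = inhibition above a per-campaign cutoff: mean of compounds within control limits plus 3 SD, cut at about 15% in these data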;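 note: 0% = median of all compound wells on the plate and 100% = blocking peptide control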
# ARFGAP1 inhibitor: rat ARFGAP1 inhibition; Q62848; Arfgap1-stimulated ARF1 GTP hydrolysis, GDP FP detection; inhibition, % at 16.5 µM; actives 0.26% (n = 360,000); AID 651572;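 active = inhibition above a per-plate limit, mean inhibition of low control wells plus 3 SD, cut at about 25% in these data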;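 note: 0% = DMSO wells with enzyme and 100% = wells lacking Arfgap1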
#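 Material: rat Arfgap1 GAP domain (His6, aa 1-136), purified enzyme. Also added: human ARF1(Δ1-17)-GTP substrate. Compound dosing: 16.5 µM single point, 1.26% DMSO. Timing: enzyme reaction 120 min at 25 °C after 20 min preincubation. Signal: GDP detection by fluorescence polarization. Read-out basis: percent inhibition of GAP-stimulated GDP formation, scaled between DMSO and no-Arfgap1 medians.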
# ASAP1 GAP inh: ASAP1 ArfGAP inhibition | inhibition, % at 16.5 µM | Q9ULH1 | actives 0.19% (n = 360,000) | ASAP1-stimulated ARF1 GTP hydrolysis, GDP FP detection; in the data active = inhibition above about 25%;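 note: 0% = vehicle with enzyme and substrate and 100% = no enzyme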
# Target sequence (Q9ULH1 325-724 limits assumed): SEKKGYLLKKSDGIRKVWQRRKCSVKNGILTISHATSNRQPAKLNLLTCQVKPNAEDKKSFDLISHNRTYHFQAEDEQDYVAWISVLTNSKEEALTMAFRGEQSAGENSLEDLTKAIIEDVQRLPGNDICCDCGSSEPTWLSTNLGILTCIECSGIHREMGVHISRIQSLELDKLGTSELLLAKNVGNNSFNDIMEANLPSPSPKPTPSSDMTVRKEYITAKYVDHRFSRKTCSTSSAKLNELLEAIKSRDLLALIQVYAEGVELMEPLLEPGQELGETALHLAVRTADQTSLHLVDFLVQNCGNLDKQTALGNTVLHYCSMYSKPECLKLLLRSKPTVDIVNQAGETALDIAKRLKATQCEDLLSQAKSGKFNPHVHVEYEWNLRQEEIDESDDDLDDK
# PLC-gamma1 inh: inhibitors of human phospholipase C gamma1. P19174. purified PLC-gamma1, fluorogenic substrate, fluorescence. inhibition, % at 12.2 µM. actives 0.84% (n = 370,000); in the data active = inhibition above about 9.5%
# * marks the source's active call; other numbers are inactive results. Hits appear at their usual frequency; 3.6% or so of the library scored in one or more.
1. COc1ccccc1N1CCN(C(=O)C2CCN(S(=O)(=O)c3ccccc3)CC2)CC1
2. COc1ccc(NC(=O)c2cccc(S(=O)(=O)N(C)c3ccccc3)c2)cn1
3. COc1ccc(NC(=O)c2c(C)noc2-c2snnc2C)cc1
4. CCOC(=O)c1c(N/N=C/c2cccnc2)n[nH]c1C
5. CCc1ccc2oc(=O)cc(CN3CCN(c4ccc(F)cc4)CC3)c2c1
6. Clc1ccccc1Cc1noc(CN2CCCCC2c2ccccn2)n1 (stereo not drawn)
Assay by compound	1	2	3	4	5	6
SIAE inh	4	-5	7	-4	2	4
DDE Tn7 FP inh	2	0	2	6	6	-2
TDP2 inh	14	3	3	0	4	5
ADAM10 inh	-3	4	-4	3	4	3
ADAM17 inh	-2	7	-1	-4	-4	-3
PLCb3 inh	1	4	-5	-2	-4	2
Tn6 DDE FP	-3	-5	8	-4	-1	-8
ARFGAP1 inhibitor	13	15	-9	3	-2	-1
ASAP1 GAP inh	1	2	-4	1	4	12
PLC-gamma1 inh	3	2	0	0	-2	2

7. O=C(Nc1cccc2ncccc12)c1cc2ccccc2o1
8. CCCCC(CCC(=O)Nc1ccn(-c2ccccc2)n1)C(=O)O (stereo not drawn)
9. O=S(=O)(c1ccccc1)N1CCN(c2nc3ccccc3s2)CC1
10. COc1cccc(CNC(=O)[C@H]2CCCN2C(=O)[C@H]2CCCN2C(=O)c2ccc(F)c(F)c2)c1
11. Cc1noc(C)c1NC(=O)N(C)C[C@H]1OCCCC[C@@H](C)Oc2ccc(NC(=O)Nc3ccc(F)cc3)cc2C(=O)N([C@@H](C)CO)C[C@H]1C
12. COc1ccccc1C(=O)Nc1ccc(Cc2ccncc2)cc1
Assay by compound	7	8	9	10	11	12
SIAE inh	-4	2	2	-3	-9	-5
DDE Tn7 FP inh	10	-5	-3	-3	-1	4
TDP2 inh	-14	-3	-9	1	0	4
ADAM10 inh	-8	2	-9	-5	0	-5
ADAM17 inh	0	1	-2	-3	3	0
PLCb3 inh	-3	-4	4	2	1	-4
Tn6 DDE FP	3	0	-4	-7	2	0
ARFGAP1 inhibitor	-4	6	-7	-4	-7	-11
ASAP1 GAP inh	-4	11	9	-10	-15	0
PLC-gamma1 inh	-2	0	1	1	-1	-5

13. Cc1ccn2cc(C(=O)N3CCCC(Nc4ccc(F)cc4)C3)nc2c1 (stereo not drawn)
14. O=C(NCCCn1ccnc1)C1CCN(S(=O)(=O)c2ccc(F)cc2)CC1
15. CCN1CCN(S(=O)(=O)c2ccc(Cl)c(C(=O)NC(C)(C)C)c2)CC1
16. CCN(CC)CC(=O)Nc1ccc2c(c1)Nc1ccccc1CC2
17. COc1ccc(NC(=O)C2CC(=O)OC2(C)C)cc1 (stereo not drawn)
18. Cc1n[nH]c(=S)n1/N=C/c1ccc(-c2ccc(Cl)cc2)o1
Assay by compound	13	14	15	16	17	18
SIAE inh	3	4	-3	8	5	4
DDE Tn7 FP inh	0	3	4	7	-2	10
TDP2 inh	-4	2	-1	-3	0	-4
ADAM10 inh	-10	-6	1	-1	3	2
ADAM17 inh	1	0	-2	-3	1	-6
PLCb3 inh	-7	-7	-7	-3	7	0
Tn6 DDE FP	6	5	4	-2	-3	6
ARFGAP1 inhibitor	1	8	2	1	-12	-3
ASAP1 GAP inh	13	-12	4	-5	-9	-7
PLC-gamma1 inh	2	0	-2	0	8	0

# The closing 2 records of the section above open the next one:
17. COc1ccc(NC(=O)C2CC(=O)OC2(C)C)cc1 (stereo not drawn)
18. Cc1n[nH]c(=S)n1/N=C/c1ccc(-c2ccc(Cl)cc2)o1
19. C/C(=N\NC(=O)c1cccc(N/N=C(\C)c2ccc([N+](=O)[O-])cc2)c1)c1ccc([N+](=O)[O-])cc1
20. CC(=O)NC(CC(=O)OC(C)C(=O)Nc1ncc(Cl)cc1Cl)c1ccccc1 (stereo not drawn)
21. Cn1nc2c(c1C(=O)O)CCCC2
22. COc1ccccc1/C=C/CN1CCC(Oc2ccc(C(=O)N3CCCCC3)cc2)CC1
23. CSCCC(NS(=O)(=O)c1ccccc1F)C(=O)OCc1ccccc1Cl (stereo not drawn)
24. Cn1nccc1C(=O)N(CCN1CCCCC1)CC1CCCN(C2CCCC2)C1 (stereo not drawn)
Assay by compound	17	18	19	20	21	22	23	24
SIAE inh	5	4	5	-9	-3	5	-4	2
DDE Tn7 FP inh	-2	10	0	-3	0	4	1	5
TDP2 inh	0	-4	-1	-4	1	0	-8	-7
ADAM10 inh	3	2	-3	-21	-5	8	-1	-9
ADAM17 inh	1	-6	-8	-2	-5	1	0	-1
PLCb3 inh	7	0	-11	-6	-4	-7	-3	-3
Tn6 DDE FP	-3	6	-3	1	2	7	6	-1
ARFGAP1 inhibitor	-12	-3	-6	11	-8	-5	-8	6
ASAP1 GAP inh	-9	-7	1	3	3	-5	-18	6
PLC-gamma1 inh	8	0	0	-1	-3	1	2	-2

# Brought forward from above: three compounds; new compounds follow.
22. COc1ccccc1/C=C/CN1CCC(Oc2ccc(C(=O)N3CCCCC3)cc2)CC1
23. CSCCC(NS(=O)(=O)c1ccccc1F)C(=O)OCc1ccccc1Cl (stereo not drawn)
24. Cn1nccc1C(=O)N(CCN1CCCCC1)CC1CCCN(C2CCCC2)C1 (stereo not drawn)
25. CCN(CC(=O)NC1CCS(=O)(=O)C1)C(=O)C(c1ccccc1)c1ccccc1 (stereo not drawn)
26. O=C1NC(NS(=O)(=O)c2ccccc2)(C(F)(F)F)C(=O)N1Cc1cccnc1 (stereo not drawn)
27. COC(=O)CSc1nnc(CNC(=O)c2cccs2)n1-c1cccc(C)c1
28. OCCc1ccc(NCCc2ccco2)cc1
29. Cc1ccc2[nH]c3c(=O)n(CC(=O)N4CCN(C)CC4)ncc3c2c1
30. CCSc1nnc(-c2cccc(S(=O)(=O)N(C)C)c2)n1-c1cc(OC)ccc1OC
Assay by compound	22	23	24	25	26	27	28	29	30
SIAE inh	5	-4	2	-8	0	7	4	0	-2
DDE Tn7 FP inh	4	1	5	-1	-5	-10	1	-2	9
TDP2 inh	0	-8	-7	-7	-5	10	0	14	-3
ADAM10 inh	8	-1	-9	1	-13	2	-6	-116	1
ADAM17 inh	1	0	-1	-7	-4	-1	-2	-34	-4
PLCb3 inh	-7	-3	-3	1	-1	3	-3	-20	-1
Tn6 DDE FP	7	6	-1	-9	2	0	2	-5	2
ARFGAP1 inhibitor	-5	-8	6	5	10	15	-1	23	2
ASAP1 GAP inh	-5	-18	6	-1	2	7	-4	4	-1
PLC-gamma1 inh	1	2	-2	12*	1	0	0	-7	0

31. Cc1ccc(-c2csc(NCCc3nc4cc(Cl)c(Cl)cc4n3CCCO)n2)cc1
32. O=C1NC2=C(CCc3ccccc32)C(c2ccc(Br)cc2)N1 (stereo not drawn)
33. CCCOc1cccc(C(=O)Nc2ccc(Br)cc2F)c1
34. C/C(=N\NC(=O)C1CC1)c1ccc2c(c1)OCCO2
35. COc1cccc(C(=O)NCCNC(=O)c2ccco2)c1
36. CCOC(=O)c1ccc(N2CN(C3CCCCC3)CNC2=S)cc1
Assay by compound	31	32	33	34	35	36
SIAE inh	3	15	3	4	-1	3
DDE Tn7 FP inh	-2	0	-10	-3	1	0
TDP2 inh	-4	9	-4	4	4	11
ADAM10 inh	10	-307	4	-2	4	3
ADAM17 inh	3	-83	3	-1	-1	-2
PLCb3 inh	-10	-123	4	1	-4	5
Tn6 DDE FP	-1	-5	0	2	-6	5
ARFGAP1 inhibitor	12	3	-1	2	-12	-16
ASAP1 GAP inh	10	11	6	13	-12	2
PLC-gamma1 inh	-4	-95	4	-3	-1	0

37. O=C(CNC(=O)c1ccc(Cl)cc1)c1ccccc1
38. O=C(NC1CCCCC1)C(c1ccncc1)N(Cc1ccc(F)cc1)C(=O)c1ccccn1 (stereo not drawn)
39. COc1ccc(CCn2c(C3CCCCC3)nc3c(c(=O)c4ccccc4n3C)c2=O)cc1OC
40. Cc1ccc(NC(=O)CCNS(=O)(=O)c2ccc3[nH]c(=O)oc3c2)cc1F
41. O=C(COC(=O)c1cccs1)NCC1CCCO1 (stereo not drawn)
42. Oc1ccccc1N1CCN(c2ncnc3scc(-c4ccc(F)cc4)c23)CC1
43. CCOC(=O)C1(C)CCN1C(=O)c1cccc(C(F)(F)F)c1 (stereo not drawn)
44. CCOCCn1c(SCC(=O)OCc2ccccc2)nc2c1c(=O)[nH]c(=O)n2C
Assay by compound	37	38	39	40	41	42	43	44
SIAE inh	0	-1	0	-1	3	1	3	-7
DDE Tn7 FP inh	3	0	-1	2	-3	0	5	0
TDP2 inh	3	2	0	-6	-3	0	15	-6
ADAM10 inh	0	-1	5	-5	-3	12	-21	-9
ADAM17 inh	-2	0	0	0	-1	6	-6	-7
PLCb3 inh	-6	0	-5	-5	1	-8	-1	-4
Tn6 DDE FP	10	-8	1	-9	6	-3	5	2
ARFGAP1 inhibitor	5	-12	1	-10	-1	8	-4	1
ASAP1 GAP inh	-8	-5	0	5	1	16	-20	9
PLC-gamma1 inh	0	0	0	1	0	0	1	-4
